# PGE2 EP2 inh: blocks the human prostaglandin E2 receptor EP2; 260,000 tested, 0.52% active; inhibition, % at 25 µM; C6 glioma cells expressing human EP2, cAMP TR-FRET; cells stimulated with saturating PGE2; AID 1422; P43116;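 active = percent inhibition above 40 after rounding to a whole number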;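 also: rat C6 glioma host cells with rolipram phosphodiesterase inhibitor present; the protocol text gives 20 µM as final concentration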
# Target sequence (P43116 whole entry, looked up): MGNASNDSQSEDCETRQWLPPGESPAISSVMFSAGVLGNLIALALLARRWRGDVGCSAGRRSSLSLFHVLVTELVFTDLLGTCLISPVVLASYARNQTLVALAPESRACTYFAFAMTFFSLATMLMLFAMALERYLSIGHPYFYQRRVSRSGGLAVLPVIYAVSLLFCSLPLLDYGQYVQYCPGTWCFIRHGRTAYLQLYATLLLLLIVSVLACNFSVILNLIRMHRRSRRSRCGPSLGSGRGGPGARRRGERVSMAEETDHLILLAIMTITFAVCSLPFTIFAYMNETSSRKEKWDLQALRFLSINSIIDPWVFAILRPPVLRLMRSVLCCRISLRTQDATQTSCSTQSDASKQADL
# zVAD death inh: blocks zVAD induced death of L929 cells | L929 zVAD necroptosis rescue, ATP luminescence, 24 h; with zVAD 60 µM | AID 1377 | viability rescue, % at 10 µM | 220,000 tested, 0.38% active;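 active = activation, scaled between plate controls, above about 75%, limit read from the data; inactive = activation under that limit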;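 also: 0% = zVAD with DMSO and 100% = DMSO alone without zVAD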
# Runt-CBFb FRET: inhibitors of human RUNX1 Runt domain binding to CBFb; inhibition, % at 20 µM; Cerulean-Runt/Venus-CBFb FRET ratio 530/480, 1 h; 220,000 tested, 0.46% active;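 active = inhibition over about 50% at 20 µM in the single-dose screen, limit read from the data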;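 also: 0% = DMSO wells and 100% = excess unlabeled CBFb competitor control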
#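 Schedule: protein complex preformed 1 h, compound exposure 1 h, room temperature, dark; test system: Cerulean-labeled Runt domain protein; amount: 100 nM per protein; buffer or medium: Tris 50 mM pH 7.5, KCl, K2SO4, 0.01% BSA; read-out: loss of energy transfer signal; detection: FRET fluorescence; controls: 5 µM unlabeled CBFb as full-inhibition high control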
# RBBP9 inh: inhibitors of human serine hydrolase RBBP9 | O75884 | AID 1515 | recombinant RBBP9, FP-Rh probe fluorescence polarization | 220,000 tested, 0.2% active | inhibition, % at 7.94 µM;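 active = inhibition above the campaign mean of all tested compounds plus 3 SD, cut at about 14% in these data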;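 also: plate controls were DMSO wells with RBBP9 for no effect and wells lacking RBBP9 protein for full effect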
# Target sequence (O75884 whole entry, looked up): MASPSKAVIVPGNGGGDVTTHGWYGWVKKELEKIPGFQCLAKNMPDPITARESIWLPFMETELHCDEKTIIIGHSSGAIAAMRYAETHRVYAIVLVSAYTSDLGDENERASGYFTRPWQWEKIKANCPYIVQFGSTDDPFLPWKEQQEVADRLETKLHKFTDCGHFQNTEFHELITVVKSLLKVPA
#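 Measured by: FP readout at 525/598 nm; material: recombinant human RBBP9; also added: Serine-hydrolase probe FP-Rh, 375 nM pre-mixing; medium: Tris buffer pH 8.0, NaCl, Pluronic; replication: one well per compound; doses: one concentration, 7.94 µM nominal, 0.794% DMSO; timing: preincubation 30 min plus labeling 45 min at 25 °C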
# TNF death inh: inhibitors of TNF-alpha induced necroptosis in Jurkat FADD-/- cells. activation (protection from cell death), % at 10 µM. 220,000 tested, 0.068% active. Jurkat FADD-/- TNF necroptosis rescue, ATP luminescence, 24 h; 0 = TNF only, 100 = no-TNF cells;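 active = activation, meaning protection from cell death, of at least 50% relative to plate controls; inactive = activation below 50%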;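 also: necroptosis triggered by 40 ng/mL TNF-alpha added together with compound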
# Runt-SMMHC FRET: Runt domain-CBFb-SMMHC interaction inhibition. Q01196+Q13951. Cerulean-Runt/Venus-CBFb-SMMHC FRET ratio 530/480, 1 h. inhibition, % at 20 µM. 220,000 tested, 0.74% active. AID 1434;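 active = mean inhibition across duplicate retests at 20 µM reaching about 50%, limit read from the data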;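 also: 0% = DMSO wells and 100% = wells with excess untagged CBFb-SMMHC; inhibitors lower the FRET ratio by blocking Runt binding to CBFb-SMMHC; some results filed as inactive read as strong as hits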
# EP2 mod: EP2 receptor (human) modulation | P43116 | EP2-expressing cells, cAMP HTRF FRET, PGE2 co-stimulation | induction, % at 25 µM | 260,000 tested, 0.83% active;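 active = compounds whose cAMP rise, as percent of the full-agonist control response, exceeds 60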;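 also: rat C6 glioma line stably carrying human EP2 under a CMV promoter; the protocol text gives 20 µM as final concentration; 100% = response of wells given 1 µM PGE2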
# PERK inh: blocks human PERK kinase | Q9NZJ5 | CHO PERK-DD fusion, SEAP luminescence translation reporter | inhibition, % at 5.6 µM | 220,000 tested, 0.17% active | AID 1416;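 active = inhibition above the mean inhibition of all tested compounds plus 3 SD, set separately per screening campaign, cut at about 2.9% in these data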;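 also: PERK kinase domain activated by AP20187 dimerizer at 100 nM; 0% = DMSO with dimerizer and 100% = rapamycin at 8.4 µM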
# Hck Nef HTS: human Hck-Nef kinase inhibition; 220,000 tested, 0.68% active; inhibition, % at 20 µM; P08631; Recombinant Hck-YEEI plus Nef, Z-Lyte FRET kinase assay;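 active = Hck-Nef kinase inhibition above about 50%, limit read from the data; inactive = inhibition below that limit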;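 also: 0% = DMSO with Hck plus Nef and 100% = Hck alone without Nef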
# Target sequence (P08631 whole entry, looked up): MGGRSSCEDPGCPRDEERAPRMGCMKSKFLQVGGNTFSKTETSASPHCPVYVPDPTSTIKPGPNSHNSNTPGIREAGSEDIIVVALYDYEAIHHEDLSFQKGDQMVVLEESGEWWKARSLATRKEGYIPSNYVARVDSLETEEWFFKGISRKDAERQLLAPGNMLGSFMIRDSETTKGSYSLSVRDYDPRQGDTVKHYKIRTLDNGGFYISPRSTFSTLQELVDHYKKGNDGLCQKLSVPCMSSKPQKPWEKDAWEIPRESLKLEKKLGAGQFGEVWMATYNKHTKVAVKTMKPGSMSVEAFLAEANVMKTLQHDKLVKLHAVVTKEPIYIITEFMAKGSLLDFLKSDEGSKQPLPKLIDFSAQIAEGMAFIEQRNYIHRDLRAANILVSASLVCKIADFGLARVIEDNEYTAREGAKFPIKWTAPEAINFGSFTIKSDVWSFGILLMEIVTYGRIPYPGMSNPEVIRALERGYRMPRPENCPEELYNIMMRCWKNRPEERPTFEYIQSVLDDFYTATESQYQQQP
# An asterisk follows results filed as active; · = not tested or not shown; & = joins results of further samples. Only part of the results is shown (hit frequency here may not be typical).
SMILES,PGE2 EP2 inh,zVAD death inh,Runt-CBFb FRET,RBBP9 inh,TNF death inh,Runt-SMMHC FRET,EP2 mod,PERK inh,Hck Nef HTS
O=C1Nc2ccccc2C12Nc1ccccc1S2 (stereo not given),23,0.1,26,-16,-0.5,·,-19,0.6,-1
Cc1ccc(NC(=O)CSc2nc(N)cc(=O)[nH]2)cc1S(=O)(=O)N1CCOCC1,8,0.6,1,-5,4.4,-2,12,2.0,0
COc1ccc(-c2c(C)n([O-])c(C)c(-c3ccccc3)[n+]2=O)cc1OC,5,-0.3,1,-5,-0.8,-2,31,0.1,0
O=C(CCn1nnc2ccccc21)N1CCN(c2ccccc2)CC1,·,-0.1,0,3,2.3,0,2,1.2,-6
O=C(Cn1cnc2nc3n(c2c1=O)CCC3)NCc1ccccc1,7,·,0,-3,5.5,2,21,1.2,4
CCc1nnc2n1N=C(c1ccc(-c3cc(Cl)ccc3Cl)o1)CS2,1,0.6,0,-5,1.4,-7,68*,0.6,1
COc1ccc(C)cc1NC(=O)CN(C)S(=O)(=O)c1cc(C)ccc1OC,2,·,-5,-5,0.5,0,31,-1.2,6
O=C(CSc1nc2ccccc2c(=O)n1-c1ccc(F)cc1F)c1c[nH]c2ccccc12,3,0.5,-4,2,3.4,-1,6,-0.4,-2
Cc1ccc(-n2nnc3c(=O)n(Cc4cc(C)ccc4C)cnc32)cc1,9,0.0,-6,-3,-1.7,-4,30,0.8,0
O=C(CN1CCNCC1)NCCSc1ccc(Cl)cc1,0,-0.5,0,1,1.5,-4,-59,0.8,16
O=C(Nc1ccccc1)Nc1ccc2nnsc2c1,11,2.3,0,-6,1.5,0,-43,0.5,8
CCOc1cccc2c1OC(c1cc(OC)c(OC)c(OC)c1)N1N=C(c3ccc(C)o3)CC21 (stereo not given),9,0.1,5,-8,1.1,-1,19,-0.3,1
CCOc1ccc(-c2nc(CCl)cs2)cc1,4,1.2,0,0,-3.4,-2,-25,1.1,-4
Cc1c(C(=O)NC(=S)Nc2ccc3c4c(cccc24)CC3)cccc1[N+](=O)[O-],4,0.0,0,-2,-3.4,-1,11,1.0,0
CC(C)c1ccccc1N=C1SCCN1C1CCS(=O)(=O)C1 (stereo not given),9,0.1,-1,-3,0.1,0,-1,-0.8,4
CCN(CC)Cc1c(O)c(Cl)cc2c3c(c(=O)oc12)CCCC3,5,-0.2,107*,-14,-1.8,70,28,-0.5,113*
CCn1c(=O)c(-c2cc(=O)[nH][nH]2)c(O)c2ccccc21,6,-0.3,0,1,0.0,-7,-14,1.3,7
O=[N+]([O-])c1ccc(N2CCN(CCOCCO)CC2)c([N+](=O)[O-])c1,16,20,-1,-5,-0.7,-4,25,0.8,18
COc1ccc(OC)c(C2c3c(oc4ccccc4c3=O)C(=O)N2CCCN(C)C)c1 (stereo not given),-1,0.7,-2,-1,1.5,2,-16,-1.2,0
COc1ccc(CC(=O)Nc2cccc(-c3nnc(-c4cccc(C)c4)o3)c2)cc1OC,12,16,-6,-11,-24,-7,-14,-0.1,2
CCN(CC)NC(=O)Nc1ccccc1,8,1.9,1,-7,0.3,2,2,0.7,20
Nc1nc(SCC(=O)NC2CCCCCC2)[nH]c(=O)c1-c1ccccc1,16&17,1.1,1,0,0.9,2,-3&16,-0.4,1
CCOc1cc(C)c(C(C)C)cc1S(=O)(=O)n1cnc(C)c1,6,2.1,-7,-7,-2.3,-3,5,-0.9,-6
CCNC(=O)CC1C(=O)N(c2ccc(F)cc2)C(=O)N1Cc1cccs1 (stereo not given),17,2.4,0,-4,-0.3,5,14,-0.6,14
CN1C[C@@H]2C(c3ccc(Cl)nc3)C3(c4cccnc4)CC2(C3)[C@H]1c1ccccc1 (stereo not given in full),18,-0.9,1,·,0.4,2,8,·,30
Cc1cc(C)n2nc(SCn3nnc4ccccc4c3=O)nc2n1,9,0.1,0,1,-1.8,3,5,-0.3,0
COC(=O)c1ccccc1NC(=O)c1ccc2c(c1)C(=O)N(Cc1ccco1)C2=O,2,0.3,·,0,-0.7,·,·,1.1,58*
N=c1c2c3c(sc2ncn1CCN1CCOCC1)CCCCC3,6,-0.7,0,9,0.7,1,-1,-1.9,1
Cc1ncc([N+](=O)[O-])n1Cc1ccccc1F,-1,4.5,·,-2,0.8,·,9,0.7,21
O=C(NCc1ccccc1)c1ccc(=O)[nH]n1,7,1.2,-2,-6,2.5,-4,14,1.0,-4
COc1ccc(C(=O)NC2CCN(C(=S)Nc3ccc(C)c(C)c3)CC2)cc1,13,1.1,0,-7,1.2,4,-49,-0.6,5
COc1ccc(NC(=O)c2ccccc2C)c(OC)c1,2,-0.1,0,-1,0.2,-2,12,0.8,5
COc1ccc(/C=C2\SC(=S)N(C(C(=O)O)c3ccccc3)C2=O)c(OC)c1 (stereo not given),15,0.7,-15,-7,-0.9,-45,22,-2.1,31
COc1ccccc1N1CCN(c2cc(=O)n(-c3ccc(Cl)cc3)c(=O)[nH]2)CC1,9,3.5,1,-3,-0.6,-4,·,0.8,0
Fc1cccc(Cc2noc(CN3CCN(c4cnccn4)CC3)n2)c1,5,16,-1,-7,1.4,2,4,0.3,5
Cc1ccc(C(=O)N/C(=C\c2cn(C)c3ccccc23)C(=O)OCCN(C)C)cc1,3,-1.0,0,0,-1.2,-2,-21,0.0,6

# Three compounds out of the list above, sorted by their value in RBBP9 inh, falling:
SMILES	Runt-CBFb FRET	RBBP9 inh	Runt-SMMHC FRET	EP2 mod	PERK inh	Hck Nef HTS
Cc1cc(C)n2nc(SCn3nnc4ccccc4c3=O)nc2n1	0	1	3	5	-0.3	0
COc1ccccc1N1CCN(c2cc(=O)n(-c3ccc(Cl)cc3)c(=O)[nH]2)CC1	1	-3	-4	·	0.8	0
COc1ccc(/C=C2\SC(=S)N(C(C(=O)O)c3ccccc3)C2=O)c(OC)c1 (stereo not given)	-15	-7	-45	22	-2.1	31

# New compounds follow.
SMILES,PGE2 EP2 inh,zVAD death inh,Runt-CBFb FRET,RBBP9 inh,TNF death inh,Runt-SMMHC FRET,EP2 mod,PERK inh,Hck Nef HTS
Cc1nnc(NC(=O)CSc2cn(CCNC(=O)c3ccccc3)c3ccccc23)s1,11,0.8,0,-7,-1.2,3,-25,0.4,19
Cc1cccc2cc(CN(CCCO)C(=O)Nc3ccccc3Cl)c(=O)[nH]c12,11,0.2,1,-3,-2.1,4,10,-1.4,-1
COc1ccc(Cl)cc1NC(=S)N1CCCC1,10,-0.3,0,-12,-1.0,-1,5,0.9,-10
CCn1c(NCc2ccco2)nc2c1c(=O)n(C)c(=O)n2C,0,0.1,-2,-8,-1.0,-4,34,0.5,0
CCOC(=O)c1cn(Cc2ccccc2)nn1,5,1.3,0,-2,4.6,4,2,-0.2,0
CC(=O)N1N=C(c2ccc(Br)cc2)CC1c1cn(C)c2ccccc12 (stereo not given),3,0.9,-6,-9,2.9,4,-1,0.0,1
COC(=O)c1ccc(CN(c2ccccc2OC)S(=O)(=O)c2cccs2)o1,17,0.0,1,0,0.1,3,21,-0.8,1
COc1ccc(/C=C/C(=O)OCC(=O)Nc2ccc(S(N)(=O)=O)cc2)cc1OC,5,5.8,0,-9,1.9,0,-7,1.0,1
CC1(C(=O)NNC(=O)c2ccc(=O)oc2)CC1Br (stereo not given),12,0.0,31,-5,-0.6,84*,-16,-0.2,-2
CC1CCN(C2=NC(=O)/C(=C/c3cn[nH]c3-c3ccccc3)S2)CC1,1,4.4,0,-2,6.1,-4,-7,-1.0,3
O=C(Nc1cccc(NC(=O)c2ccc(-c3ccc(Br)cc3)o2)c1)c1ccccc1,22,8.1,-3,0,-1.8,2,-31,1.4,3
CC1(C)CC(=O)CC(=Nc2ccc(C(=O)O)cc2)C1,6,-0.6,0,4,-1.7,3,2,1.9,1
CCc1nnc(NC(=O)CSc2nnc3ncccn23)s1,11,0.9,2,-4,0.0,-1,7,0.8,-1
O=C(Nc1ccccn1)c1ccc2c(c1)OCO2,5,1.0,2,-3,-2.8,-5,2,0.8,22
O=C(Nc1ccc(F)cc1)c1ccc(CSc2ccccc2)o1,9,0.9,-1,0,1.2,1,-17,0.8,4
CCCCN(C)C(=O)C1CCN(Cc2ccccn2)CC1,6,0.1,0,-5,1.0,1,32,0.7,0
c1ccc(C2=NNC(=NC3CC3)SC2)cc1,8,-0.2,5,2,-9.9,-1,37,1.2,0
COc1cccc(NC(=S)N(CCCN2CCCC(C)C2)Cc2cccs2)c1 (stereo not given),7,0.0,0,-2,2.6,3,25,-0.2,-16
CC[C@H](C)[C@@H](NC(=O)O[C@@H]1C(=O)c2cc(Br)ccc2O[C@H]1c1cccc(OC)c1)C(=O)OC,14,3.2,-1,5,-0.2,-2,34,-0.1,-5
CCOC(=O)c1ccc(NC(=O)Nc2cc(C)on2)cc1,7,0.1,-1,-7,-0.6,-9,-11,-0.1,0
CCN1/C(=C2\C(=O)N(C)C(=S)N2C)C=Cc2cc(OC)ccc21,12,-0.3,24,-4,-5.3,16,-13,0.5,2
COC(=O)c1ccc(NC(=O)COC(=O)c2nc3nccc(C)n3n2)cc1,3,1.7,0,-4,0.6,-4,26,0.9,18
O=C(Cc1ccc(F)cc1)c1ccc(O)cc1O,10,1.2,3,-6,0.5,-1,12,0.8,1
C/C(=N\NC(=S)NCc1ccccc1)c1cccc(Br)c1,8,-0.3,0,2,-1.5,-4,34,0.9,1
O=C(NCc1ccccn1)c1cc2ccccn2n1,8,0.8,0,-9,1.8,-1,10,1.5,1
CN1CCN(CC(=O)n2c3c(c4ccccc42)CCCC3)CC1,5,-0.4,-1,-2,-1.4,0,2,-0.3,1
Cc1nc2ncnn2c(C)c1Cc1cccc(F)c1,9,0.7,-1,-8,-0.2,2,23,1.2,5
Cc1cccc(CSCc2ccc(C(=O)NC3CCCC3)o2)c1,5,1.4,-2,5,0.3,-1,-24,2.2,6
Cc1ccccc1NC(=O)CC1SC(=Nc2ccc(O)cc2)NC1=O (stereo not given),9,0.6,2,-4,0.5,1,-4,0.3,4
CN(C)CCCN(C(=O)c1ccc(S(=O)(=O)N(C)C)cc1)c1nc2cc3c(cc2s1)OCO3,9,0.1,2,4,1.6,0,-32,-0.3,8
CSCCC(NC(=O)C1CCC(C)CC1)C(=O)NCc1ccco1 (stereo not given),6,0.6,0,-1,0.3,4,5,-1.2,0
O=C(c1ccco1)N1CCN(S(=O)(=O)c2ccc(S(=O)(=O)NC3CC3)cc2)CC1,7,-0.1,-1,1,-3.7,1,36,1.5,0
Cc1cc(C(=O)Nc2ccccc2C(F)(F)F)no1,5,-0.2,0,-5,-1.5,-2,-4,0.6,0
Cc1cccc(N2CCN(Cc3c(C)n(C)n(-c4ccccc4)c3=O)CC2)c1C,6,-0.1,-1,-7,0.4,1,11,-1.4,1
CC(C)CCN(CCC(C)C)C(=O)Cc1c(O)c2ccccc2[nH]c1=O,7,0.5,0,-7,1.5,1,17,1.4,16

# High-throughput results as filed in PubChem BioAssay.
